Wnt act = Wnt/beta-catenin pathway activators, primary screen, cell-based, plate reader, single point; hit rate 1.2% among 300,000; Wnt/beta-catenin reporter cell assay, activator; activation, % at 9.35 µM; in the data active = activation above about 30%, passing the limit was not always enough;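 also: 0% = neutral control wells and 100% = positive control wells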
Arrestin-AP2 inh = inhibitors of beta-arrestin/AP2 binding, primary screen, biochemical, GPCR trafficking, flow cytometry. beta-arrestin 1 C-terminal peptide binding to AP2 beta2-adaptin appendage (human). FITC-arrestin peptide / GST-AP2 beads; AP2 beta2 appendage carries R879A mutation. inhibition, % at 10 µM. hit rate 0.31% among 340,000;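 active = inhibition above a set limit, near 3 SD of compounds lacking own fluorescence, cut at about 54% in these data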;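 also: plate controls were DMSO wells for no effect and 5 µM unlabelled arrestin peptide for full effect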
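Measured by: flow cytometry, FL1 (488/535 nm); Material: AP2 appendage R879A on GSH beads; Evaluation: percent response; Timing: pre-incubation 12 min, peptide binding 1 h, room temperature; Also added: 50 nM FITC-arrestin peptide; Medium: PBS with 0.05% Tween 20 and 0.1% BSA.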
cardiac RTF act = cardiac RTF calcium sensitivity activators, primary screen, biochemical, IANBD-TnC fluorescence, EC20 calcium | Troponin I, cardiac muscle (Homo sapiens) + Troponin T, cardiac muscle (Homo sapiens) + … | activation, % at 7.2 µM | hit rate 0.24% among 340,000 | IANBD-labeled TnC RTF fluorescence at EC20 calcium; 0% EC20 calcium, 100% full calcium;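 active = activation above the mean over all tested compounds plus 3 SD, cut at about 30% in these data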;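 also: rise in fluorescence read as greater calcium sensitivity of cardiac thin filaments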
OPRM1-OPRD1 inv = inverse agonists of MOR-DOR heterodimerization, primary screen, cell-based, luminescence | hit rate 0.21% among 340,000 | cell-based MOR-DOR heterodimer luminescence, inverse agonism | inhibition, % at 9.3 µM | Mu-type opioid receptor (Homo sapiens) + Delta-type opioid receptor (Homo sapiens), …; in the data active = inhibition above about 22%, passing the limit was not always enough;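 also: 0% = cells with DMSO and 100% = wells without cells with DMSO; values of inactives mirror those of a sister screen read the other way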
OPRM1-OPRD1 ag = agonists of OPRM1-OPRD1 heterodimerization, primary screen, cell-based, luminescence; AID 504326, 2011; cells; activation, % at 9.3 µM; hit rate 0.3% among 340,000; in the data active = activation above about 18%;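 also: 0% = vehicle-treated cells and 100% = reference agonist; values of inactives mirror those of a sister screen read the other way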
V-ATPase pHluor = regulators of yeast V-ATPase proton pumping, primary screen, pHLuorin cytosolic pH fluorescence. response, % at 10 µM. hit rate 0.37% among 350,000. S. cerevisiae; in the data active = response mostly above about 7.3%, no sharp cut-off; inactive = mostly below about 5.4%; also: actives read high; inactives centre near 0; some compounds called inactive have numbers as strong as hits; reference of the scale not given here
Pemphigus Ab inh = inhibitors of pemphigus antibody binding to DSG3, primary screen, biochemical, bead-based, flow cytometry, scFv-GFP. Desmoglein-3 (Homo sapiens), P32926. DSG3-coupled beads, scFv-anti-DSG3-GFP binding; active compounds read low. binding (percent of control), % at 10 µM. hit rate 0.48% among 310,000;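 active = binding more than 3 SD below its plate's average and above zero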;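 also: hits lower antibody fragment binding to DSG3; some compounds called inactive have numbers as strong as hits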
Target sequence (P32926 whole entry, looked up, the tested form may be a part): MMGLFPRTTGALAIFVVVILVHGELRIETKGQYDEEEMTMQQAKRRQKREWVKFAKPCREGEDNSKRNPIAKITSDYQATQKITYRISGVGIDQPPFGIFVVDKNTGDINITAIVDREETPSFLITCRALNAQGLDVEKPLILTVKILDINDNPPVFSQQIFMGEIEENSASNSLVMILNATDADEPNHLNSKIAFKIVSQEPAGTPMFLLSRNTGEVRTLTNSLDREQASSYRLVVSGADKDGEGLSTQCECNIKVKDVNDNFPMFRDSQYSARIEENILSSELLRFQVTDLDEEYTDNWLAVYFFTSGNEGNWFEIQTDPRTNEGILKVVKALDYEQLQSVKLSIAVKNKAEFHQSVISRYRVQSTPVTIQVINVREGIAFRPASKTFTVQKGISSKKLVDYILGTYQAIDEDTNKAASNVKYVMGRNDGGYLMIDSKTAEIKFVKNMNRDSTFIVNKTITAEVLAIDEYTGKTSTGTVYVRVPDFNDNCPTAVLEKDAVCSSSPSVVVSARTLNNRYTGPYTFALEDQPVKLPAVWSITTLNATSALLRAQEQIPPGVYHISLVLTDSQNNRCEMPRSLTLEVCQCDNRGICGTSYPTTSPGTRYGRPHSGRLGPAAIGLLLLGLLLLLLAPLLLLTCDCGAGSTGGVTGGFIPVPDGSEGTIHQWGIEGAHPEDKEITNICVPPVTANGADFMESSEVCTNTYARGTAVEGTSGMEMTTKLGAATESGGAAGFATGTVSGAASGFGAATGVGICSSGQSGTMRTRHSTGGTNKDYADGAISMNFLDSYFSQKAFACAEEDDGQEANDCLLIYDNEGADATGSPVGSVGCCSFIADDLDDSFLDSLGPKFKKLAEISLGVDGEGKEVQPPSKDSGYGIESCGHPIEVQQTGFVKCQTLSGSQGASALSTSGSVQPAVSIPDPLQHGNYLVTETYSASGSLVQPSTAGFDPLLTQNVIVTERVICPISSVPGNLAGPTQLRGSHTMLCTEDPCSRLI
LANA DNA inh = inhibitors of KSHV C-LANA binding to DNA, primary screen, biochemical, fluorescence polarization, FAM-LBS DNA, MBP-C-LANA, single point; inhibition, % at 9 µM; hit rate 0.078% among 340,000; AID 504423, 2011; Kaposi's sarcoma herpesvirus LANA C-terminal domain (residues 932-1162) DNA binding;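 active = highest replicate inhibition at or above 60% at 9 µM, even if other replicates fall short; inactive = all replicates below 60% inhibition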;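 also: 0% = neutral control wells and 100% = 4 µM acridine orange control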
RTF Ca sens inh = cardiac RTF calcium sensitivity inhibitors, primary screen, biochemical, IANBD-TnC fluorescence, EC70 calcium; Troponin I, cardiac muscle (Homo sapiens) + Troponin T, cardiac muscle (Homo sapiens) + …; IANBD-labeled cardiac RTF, Ca2+ fluorescence; inhibition, % at 7.15 µM; hit rate 0.12% among 340,000;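 active = inhibition above the mean inhibition of all tested compounds plus 3 SD, cut at about 17% in these data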;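 also: assay run at fixed EC70 calcium of 1.6 mM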
Keap1-Nrf2 PPI = Keap1-Nrf2 protein-protein interaction inhibitors, primary screen, biochemical, fluorescence polarization, single point; inhibition, % at 9.4 µM; hit rate 0.15% among 340,000; Kelch-like ECH-associated protein 1 (Homo sapiens), Q14145; Keap1 Kelch-Nrf2 peptide fluorescence polarization, 1536-well; in the data active = inhibition above about 12%;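 also: human Keap1 Kelch domain with fluorescein labeled Nrf2 9mer peptide probe; 0% = neutral control wells and 100% = peptide positive control; higher means more block of Keap1 binding to Nrf2 peptide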
The depositor's hits bear a star; · = not tested or not shown.

SMILES	Wnt act	Arrestin-AP2 inh	cardiac RTF act	OPRM1-OPRD1 inv	OPRM1-OPRD1 ag	V-ATPase pHluor	Pemphigus Ab inh	LANA DNA inh	RTF Ca sens inh	Keap1-Nrf2 PPI
COC(=O)c1sc(N2C(=O)C(O)=C(C(=O)c3ccc(C)o3)C2c2ccc(F)cc2)nc1C (centres undefined)	-8	11	18	5	-0.9	-7	99	-1.1	-16	-10
CN1C[C@@H]2[C@@H]3C(=O)N(Cc4ccccc4)C(=O)[C@@H]3[C@](C)(C1=O)N2C(=O)c1ccc(C(C)(C)C)cc1	1	-2	3	20	-3.4	-3	98	1.1	1	2
COC(=O)c1ccccc1C(=O)N1CC(O)CO1 (centres undefined)	14	18	2	7	-1.6	-1	102	-0.3	0	1
CS(=O)(=O)N(CC(=O)N1CCCCC1)C1CCCCC1	·	27	-1	17	-3.1	-1	78	-1.2	-13	1
O=C1COc2ccc(S(=O)(=O)N3CCN(c4ccccc4)CC3)cc2N1	-1	-8	-1	-12	2.3	5	99	1.5	-5	-2
C=CCN(CC=C)CC(=O)Nc1cccc(Oc2cnccn2)c1	1	6	4	16	-3.5	-1	100	-1.1	-8	0
Nc1[nH]nc2nc(N3CCCC3)nc(-c3ccccc3)c12	-3	13	-3	-11	1.8	2	·	0.0	-5	0
COc1ccc(Nc2ncnc3sc(C)cc23)cc1	·	2	-3	6	-1.2	2	76	2.1	-5	3
Cc1ccc2c(C)c(C(=O)NCCN3CCCC(O)C3)oc2c1C (centres undefined)	-2	-11	0	6	-1.2	-1	105	-2.1	-1	-4
CCS(=O)(=O)N1CCC(C(=O)N2CCN(Cc3ccccc3)CC2)CC1	-12	36	0	16	-2.8	1	106	1.6	-6	3
COc1ccccc1NC1=NC(C)(C)N=C(N)N1	·	-3	-4	13	-2.4	-2	103	3.8	4	1
Cc1[nH]n(S(=O)(=O)c2ccccc2)c(=O)c1N=Nc1cccc(Cl)c1	4	47	-3	11	-2.3	0	115	-0.1	6	-2
O=C(N/C(=C\c1ccc(Br)cc1)C(=O)N1CCOCC1)c1ccc(Br)o1	1	5	2	-1	0.2	4	112	-2.5	-17	-6
COC(=O)c1ccc(S(=O)(=O)NCc2ccccc2)n1C	1	27	2	12	-2.3	1	115	0.6	2	2
Cc1cc(N2O[C@H]3C=C[C@@H]2C3)no1	0	-8	-4	16	-3.2	-1	99	0.5	-1	-2
C[C@]12C=CC(=O)C=C1CCC1C3CC[C@](O)(C(=O)CO)[C@@]3(C)CC3OC312 (some centres undefined)	-2	-8	11	12	-2.3	3	104	-1.4	9	-10
CCCN1CCN(S(=O)(=O)c2ccc3c(c2)NC(=O)C(C)S3)CC1 (centres undefined)	2	-1	-2	-11	2.0	5	103	-1.7	-5	-1
Cc1ccc(-c2nc3ccccc3nc2Cl)cc1	20	14	3	-27	5.5	-1	93	-0.6	-18	3
CCN1CCN(C(c2ccccc2OC)c2nnnn2C2CCCCC2)CC1 (centres undefined)	-6	8	0	8	-1.8	0	118	1.7	-2	-1
CCCNC(=O)C(Cc1ccccc1)NC(=O)c1ccc(C(C)(C)C)cc1 (centres undefined)	-2	22	-9	15	-2.7	1	101	-1.0	10	-2
COc1ccc(NC(=O)c2ccc(NC(=O)C3COc4ccccc4O3)cc2)c(OC)c1 (centres undefined)	7	-5	2	15	-2.9	1	100	-1.3	-2	-4
O=C(c1ccc(CS(=O)c2cccc(Cl)c2)o1)N1CCCCCC1 (centres undefined)	-1	-6	1	-1	0.1	-2	·	0.2	2	-2
CC[C@H](C)[C@@H]1NC(=O)c2cc([N+](=O)[O-])cc(F)c2NCCCC[C@@H](C(N)=O)NC(=O)[C@H](CCCCN)NC1=O	2	4	7	11	-2.0	0	105	-3.3	-3	0
COc1ccc(NC(=O)CC2C(=O)NCCN2C(=O)c2ccc(N(C)C)cc2)cc1 (centres undefined)	22	-5	·	·	·	2	96	·	·	·
CC(=O)c1ccccc1NC(=O)COC(=O)c1ccccc1NC(=O)c1ccccc1	·	0	-1	-22	4.6	4	·	0.8	-1	1

Some of these compounds in order of count of non-hydrogen atoms, ascending:
SMILES	Wnt act	Arrestin-AP2 inh	cardiac RTF act	OPRM1-OPRD1 inv	OPRM1-OPRD1 ag	V-ATPase pHluor	Pemphigus Ab inh	LANA DNA inh	RTF Ca sens inh	Keap1-Nrf2 PPI
CS(=O)(=O)N(CC(=O)N1CCCCC1)C1CCCCC1	·	27	-1	17	-3.1	-1	78	-1.2	-13	1
CCS(=O)(=O)N1CCC(C(=O)N2CCN(Cc3ccccc3)CC2)CC1	-12	36	0	16	-2.8	1	106	1.6	-6	3
CCN1CCN(C(c2ccccc2OC)c2nnnn2C2CCCCC2)CC1 (centres undefined)	-6	8	0	8	-1.8	0	118	1.7	-2	-1
COC(=O)c1sc(N2C(=O)C(O)=C(C(=O)c3ccc(C)o3)C2c2ccc(F)cc2)nc1C (centres undefined)	-8	11	18	5	-0.9	-7	99	-1.1	-16	-10
CN1C[C@@H]2[C@@H]3C(=O)N(Cc4ccccc4)C(=O)[C@@H]3[C@](C)(C1=O)N2C(=O)c1ccc(C(C)(C)C)cc1	1	-2	3	20	-3.4	-3	98	1.1	1	2

(listing goes on)
SMILES	Wnt act	Arrestin-AP2 inh	cardiac RTF act	OPRM1-OPRD1 inv	OPRM1-OPRD1 ag	V-ATPase pHluor	Pemphigus Ab inh	LANA DNA inh	RTF Ca sens inh	Keap1-Nrf2 PPI
Brc1ccc(C=Nc2ccc3c(c2)OCCOCCOCCO3)s1	-2	9	-4	6	-1.2	-6	100	0.3	11	-4
COc1ccc(N2CC(C(=O)N[C@@H](C)C(=O)N3CCCCC3)CC2=O)cc1 (some centres undefined)	0	-2	2	4	-0.8	4	·	-0.1	-2	-4
CCCCn1c(-c2cccnc2)nc2cc3[nH]c(=O)c(C(C)C)nc3cc21	-12	-7	-1	4	-0.9	1	99	2.0	-3	-3
COc1ccc(CN(C)CC2CCCN(CCc3ccccc3C)C2)cc1O (centres undefined)	-5	10	0	-7	1.3	-2	119	1.1	-3	1
Cc1cccc(NS(=O)(=O)c2cc3c4c(c2)C(C)C(=O)N4CCC3)c1 (centres undefined)	1	2	0	15	-2.9	2	·	1.0	-8	-3
O=C(Oc1c(-c2ccccc2)c(=O)n2c3c(cccc13)CC2)c1ccc(F)cc1	4	10	-2	9	-1.9	-2	·	-1.5	2	-2
CN(C)CCCNc1ccc(-c2cc(Nc3cccc(Cl)c3)ncn2)cn1	-2	4	-2	3	-0.7	-1	105	-1.9	-2	-3
COc1ccc(C)cc1S(=O)(=O)Nc1cc2c3c(c1)C(C)C(=O)N3CCC2 (centres undefined)	1	8	-9	2	-0.4	-2	92	1.3	-3	0
O=C(NC(=S)Nn1cnnc1)c1ccccc1	1	1	2	13	-2.8	0	102	-0.9	-8	2
CCOC(=O)CN1C(=O)S/C(=C\c2ccc3c(c2)OCO3)C1=O	-1	19	7	-7	1.5	0	120	-0.3	-8	-1
O=C(Cc1ccccc1[N+](=O)[O-])N1CCOCC1	-1	30	-11	10	-2.1	0	98	-0.7	1	-2
CCC[C@@H](CN1CCC[C@H]1CN1C(N)=NC[C@@H]1Cc1ccccc1)N1C[C@@H](Cc2ccccc2)N(CCc2ccc(Cl)c(Cl)c2)C1=N	1	-1	-4	-11	2.0	11	113	-1.5	1	-2
O=C(C[n+]1cnn(CC(=O)c2ccc(Cl)cc2Cl)c1)c1ccc([N+](=O)[O-])cc1	-2	8	-1	-298	54*	-1	99	2.3	1	-1
COc1ccc(CNc2nc3nc(C)c(Cl)c(C)n3n2)cc1	7	14	3	-3	0.5	0	109	11	-9	-6
CCc1ccc(N2C(=O)C3CCCN3C2=S)cc1 (centres undefined)	2	-7	-11	10	-2.4	0	92	0.8	-4	6
CCCSC1=C(C#N)C(c2ccccc2OCC)CC(=O)N1 (centres undefined)	-1	4	-2	7	-1.4	1	102	0.5	-8	-4
CCCCCC(=O)Oc1cccc(N2C(=O)C3CCCCC3C2=O)c1 (centres undefined)	6	16	2	0	0.0	9	99	-0.4	0	-5
CCc1nnc(NC(=O)C2CCCO2)s1 (centres undefined)	5	8	8	10	-2.0	2	109	-0.8	-5	-8
CCC(C)(C)NC(=O)C(c1cccnc1)N(C(=O)c1csnn1)c1ccccc1 (centres undefined)	-1	54*	0	9	-2.0	6	106	-0.1	-10	6
CN(C)c1ccc(/C=N/N=C2/SC(CC(=O)O)C(=O)N2c2ccc(O)cc2)cc1 (centres undefined)	-2	12	-5	20	-3.9	-4	107	-1.2	-2	0
CNC(=O)C(=O)Nc1ccc2c(c1)N(S(=O)(=O)c1cccs1)CCC2	-1	1	6	12	-2.3	-2	97	1.1	-2	-1
COc1cc(/C=N/NC(=O)c2nnn(-c3nonc3N)c2C(C)C)ccc1OCc1ccc(F)cc1	14	17	-2	-36	6.8	-1	·	-0.7	-2	-1
COc1ccc(/C=C2/SC(=S)N(CCC(=O)O)C2=O)cc1	·	10	-3	12	-2.1	4	98	-1.7	0	-5
CCOc1ccc(CC(=O)Nc2ccc(S(=O)(=O)Nc3cc(C)on3)cc2)cc1OCC	·	-3	3	22	-5.1	1	102	0.3	2	1
O=C(CSc1nnc(-c2ccccc2F)n1C1CC1)NCc1ccco1	-5	15	3	14	-3.5	2	94	4.7	-2	2
